High-throughput results from PubChem.
NPY Y1 blocker: blocks the human neuropeptide Y Y1 receptor; P25929; HEK293-CNG Y1 cells, membrane potential fluorescence; NPY at EC95, then isoproterenol; inhibition, % at 3.6 µM; 200,000 compounds, 1% hits;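 active = inhibition above the campaign mean inhibition of all tested compounds plus 3 SD, cut at about 20% in these data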;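 note: 0% = DMSO wells given NPY plus isoproterenol and 100% = isoproterenol alone without NPY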
Target sequence (P25929 whole entry, looked up): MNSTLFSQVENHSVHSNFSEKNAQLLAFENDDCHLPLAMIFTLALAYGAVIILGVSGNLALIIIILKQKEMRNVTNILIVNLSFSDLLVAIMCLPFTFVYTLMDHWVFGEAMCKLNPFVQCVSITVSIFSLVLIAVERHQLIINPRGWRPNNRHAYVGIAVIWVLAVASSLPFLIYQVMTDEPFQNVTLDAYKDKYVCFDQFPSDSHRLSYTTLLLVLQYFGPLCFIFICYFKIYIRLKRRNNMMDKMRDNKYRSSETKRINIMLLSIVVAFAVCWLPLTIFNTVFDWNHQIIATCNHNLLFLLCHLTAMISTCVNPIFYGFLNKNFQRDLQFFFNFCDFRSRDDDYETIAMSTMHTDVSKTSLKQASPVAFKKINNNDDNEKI
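Benchmarks – high control isoproterenol alone, low control NPY with isoproterenol · Material – HEK293 Y1/CNG channel cell line · Times – dye 3 h, compound 60 min room temperature, stimulation 45 min · Probe or stimulus – NPY (25 nM), isoproterenol (1 µM), Ro 20-1724 (25 µM) · Evaluation – % inhibition of NPY effect · Signal – fluorescence, membrane potential probe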
TRPML3 agonist: activates the human TRPML3 channel. Q8TDD5. HEK293 TRPML3-YFP, Fluo-8 calcium fluorescence; 100% = the carbachol control signal. activation, % at 3 µM. 220,000 compounds, 0.29% hits. AID 1448;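 active = activation above its plate's cutoff, the mean activation of the plate's test wells plus 3 SD, cut at about 12% in these data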;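 note: 0% = DMSO only wells and 100% = carbachol wells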
Target sequence (Q8TDD5 whole entry, looked up): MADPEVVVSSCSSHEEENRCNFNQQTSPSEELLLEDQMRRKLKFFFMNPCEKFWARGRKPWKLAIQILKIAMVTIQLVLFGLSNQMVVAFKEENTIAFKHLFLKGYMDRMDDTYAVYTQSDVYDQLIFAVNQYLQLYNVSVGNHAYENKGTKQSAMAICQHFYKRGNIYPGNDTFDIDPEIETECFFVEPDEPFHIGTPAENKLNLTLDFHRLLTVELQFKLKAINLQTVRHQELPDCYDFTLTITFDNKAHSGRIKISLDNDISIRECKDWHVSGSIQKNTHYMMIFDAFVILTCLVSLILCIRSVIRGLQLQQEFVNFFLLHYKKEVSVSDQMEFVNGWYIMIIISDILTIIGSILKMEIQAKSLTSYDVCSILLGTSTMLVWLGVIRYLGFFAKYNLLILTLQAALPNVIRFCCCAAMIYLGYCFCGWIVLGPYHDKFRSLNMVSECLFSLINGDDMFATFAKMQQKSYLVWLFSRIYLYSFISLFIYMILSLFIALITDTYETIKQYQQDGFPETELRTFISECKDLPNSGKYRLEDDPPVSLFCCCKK
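Test system: HEK293 cells stably carrying human TRPML3-YFP; Doses: single dose, 3 µM final nominal compound, 0.3% DMSO final; Schedule: dye loading 1 h 37 °C then 30 min ambient, 125 s read; Technique: Fluo-8 calcium fluorescence; Benchmarks: high control carbachol 87 µM, low control DMSO.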
CHOP inh: inhibitors of CHOP induction in ER stress response; AID 2732; inhibition, % at 10 µM; 220,000 compounds, 3.8% hits; CHO-K1 CHOP-promoter luciferase, tunicamycin-induced, 15-18 h;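 active = compounds that reduced the stress-induced luciferase reporter signal by more than about 70% of percent inhibition, limit read from the data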;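 note: 0% = tunicamycin plus vehicle and 100% = wells without tunicamycin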
EP2 modulator: modulates human prostaglandin E2 receptor EP2 signaling; P43116; EP2-expressing cells, cAMP HTRF FRET, PGE2 co-stimulation; induction, % at 25 µM; 260,000 compounds, 0.83% hits;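 active = compounds whose cAMP rise, as percent of the full-agonist control response, exceeds 60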;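 note: rat C6 glioma line stably carrying human EP2 under a CMV promoter; the protocol text gives 20 µM as final concentration; 100% = response of wells given 1 µM PGE2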
S1P4 antagonist: antagonists of human S1P4 receptor. O95977. S1P4-expressing cells, antagonist mode, reporter read-out. inhibition, % at 4.98 µM. 220,000 compounds, 0.26% hits. AID 1510; in the data active = inhibition above about 29%;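 note: 0% = wells stimulated with agonist and 100% = vehicle wells without agonist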
NPY1 pot ag: human NPY-Y1 potentiation or agonism, primary screen | P25929 | NPY-Y1 expressing cells, potentiator/agonist activation | 220,000 compounds, 0.37% hits | activation, % at 3.6 µM; in the data active = activation above about 33%, passing the limit was not always enough;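 note: cells stimulated with NPY at EC10 then isoproterenol at EC100; 0% = low agonist plus stimulus and 100% = saturating agonist plus stimulus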
S1P4 agonist: activates the human S1P4 receptor | activation, % at 4.98 µM | S1P4-expressing cell line, agonist reporter assay | O95977 | 220,000 compounds, 0.35% hits | AID 1509; in the data active = activation above about 11%;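 note: 0% = DMSO vehicle and 100% = reference agonist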
NPY2 pot ag: potentiates or activates human NPY-Y2 receptor | cells expressing NPY-Y2, potentiator/agonist read-out | AID 1359 | activation, % at 3.6 µM | 220,000 compounds, 0.45% hits; in the data active = activation above about 27%;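 note: cells stimulated with NPY near EC25 plus isoproterenol at EC100; 0% = vehicle plus submaximal agonist and 100% = vehicle plus saturating agonist; some results beyond the cut were filed as inactive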
TRPN1 ag: agonists of zebrafish TRPN1 channel. HEK293 zebrafish TRPN1-YFP, Fluo-8 calcium fluorescence; 100% = response to 87 µM carbachol. activation, % at 3 µM. 220,000 compounds, 0.18% hits. AID 1424;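 active = activation above its plate's cutoff, the mean activation of test wells on that plate plus 3 SD, cut at about 19% in these data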;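 note: 0% = DMSO alone and 100% = 87 µM carbachol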
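Material: zebrafish TRPN1-YFP in HEK293 cells. Doses: one dose of 3 µM, 0.3% DMSO. Incubation: dye 1 h 37 °C plus 30 min RT. Measured by: intracellular calcium fluorescence with Fluo-8.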
* marks the source's active call; other numbers are inactive results; / = no result given.

SMILES	NPY Y1 blocker	TRPML3 agonist	CHOP inh	EP2 modulator	S1P4 antagonist	NPY1 pot ag	S1P4 agonist	NPY2 pot ag	TRPN1 ag
C=CCNC(=O)C1CCN(c2ccc(S(=O)(=O)N3CCOCC3)cc2[N+](=O)[O-])CC1	5	0.0	-14	5	-14	9	2.1	2	-0.4
C/C(CC(=O)Nc1ccc(Br)cc1)=N\NC(=O)Cc1csc(N)n1	/	-0.1	6	-9	13	23	101*	6	-1.0
Cc1csc2nnc(N)n12	3	0.4	33	21	-21	11	-1.4	13	0.9
O=C(CCC(=O)N1CCN(S(=O)(=O)c2ccc(Cl)cc2)CC1)Nc1ccc(Cl)cc1Cl	-6	0.4	40	-14	-11	3	0.2	12	-0.1
O=C(CSc1nnnn1-c1ccccc1)Nc1ccc(Cl)cn1	1	-0.1	-6	-9	-18	-2	-1.8	0	-1.5
NC(=O)COC(=O)c1cc(=O)[nH]c2ccccc12	/	0.9	-2	14	-2	27	0.4	6	-2.0
NNC(=O)CCN1CCN(C(c2ccccc2)c2ccccc2)CC1	10	0.5	2	-26	-10	-8	2.7	-9	-0.9
O=C1c2cccc3cccc(c23)C(=O)N1c1ccc2ncccc2c1	3	0.9	89*	8	-14	-11	2.0	9	-0.8
CCCCCc1ccc(-c2ccc(/C=C/C(N)=O)cc2)nc1	5	0.1	20	19	-5	-5	1.6	3	2.1
COc1ccc2c(c1)CCc1cc(C(=O)N3CCN(c4ccc(N5CCOCC5)nn4)CC3)sc1-2	-1	2.6	49	-34	-2	-2	0.6	-5	2.6
CC(C)C[C@@H]1NC(=O)N(CCN2CCOCC2)C1=O	1	-0.6	7	-7	-11	-8	2.7	-7	-0.9
Nc1ncnc2nc(SCCN3CCCCC3)[nH]c12	-1	-0.4	19	14	-8	-6	0.6	3	-0.2
CCCN1C(=O)/C(=C/c2cc(C)n(C)c2C)SC1=Nc1ccc(OC)cc1	6	0.0	12	8	-9	14	-0.2	18	0.6
CCCCCSc1nncc(=O)[nH]1	10	1.2	14	21	-20	15	2.5	10	0.6
Cc1ccc(S(=O)(=O)N(CC(=O)N=Nc2c(O)[nH]c3ccccc23)c2cccc(C)c2)cc1	3	-0.1	70	-23	-22	-3	-1.1	10	0.8
CCCCNC(=O)CN(c1cc(C(F)(F)F)ccc1Cl)S(C)(=O)=O	6	0.5	10	8	-5	-6	0.0	-9	-0.1
O=C(COC(=O)Cn1cnc2ccccc21)Nc1cccc([N+](=O)[O-])c1	11	0.0	0	-11	-18	2	0.2	0	0.7
N#CC(c1ccc(F)cc1)c1ccc(C(=O)c2ccccc2)cc1 (stereo not drawn)	2	1.4	28	2	-5	-27	0.3	-5	2.4
O=C(CC(NC(=O)c1ccccc1Cl)c1ccccc1)Nc1ccc2c(c1)OCO2 (stereo not drawn)	4	0.1	45	19	14	1	-3.0	-23	-1.0
COc1ccc(/C=C/C(=O)NCCc2ccc(S(N)(=O)=O)cc2)cc1	-4	0.7	-9	-52	-1	-13	-0.5	6	1.4
CC(=O)N1CCc2cc(S(=O)(=O)NCCC(=O)Nc3cccc(C)c3C)ccc21	-1	0.0	10	0	-22	-6	-1.0	11	2.4
Cc1ccc2oc(C(=O)Nc3c(C)n(C)n(-c4ccccc4)c3=O)c(C)c2c1	6	0.9	/	/	-21	5	2.7	4	-0.2
Cc1ccc(CCNC(=O)C2CCN(c3nn4c(=O)cc(C)nc4s3)CC2)cc1	-3	0.4	29	17	-7	12	0.5	6	-0.6
Cc1cc(C)c2c(c1)-c1c(ssc1=S)C(C)(C)N2C(=O)CN1C(=O)c2ccccc2C1=O	2	1.1	-1	23	-9	2	1.1	-6	0.6
CCN(C(=O)COC(=O)c1cc(S(=O)(=O)N2CCc3ccccc32)ccc1OC)C1CCS(=O)(=O)C1 (stereo not drawn)	1	-0.4	11	-46	-5	11	-0.8	-3	-0.7
Cc1ccc(C(=O)N/C(=C\c2ccco2)C(=O)NCC2CCCO2)cc1C (stereo not drawn)	9	1.5	-20	24	2	9	-2.8	4	0.4
C=CCN=C1CC(C)(C)C(C(=O)OC)C(O)=C1C(=O)CCC (stereo not drawn)	2	-1.2	1	-5	-6	-7	-0.5	-6	-1.9
CCCc1cc(=O)[nH]c(SCc2nc3ccc([N+](=O)[O-])cc3[nH]2)n1	0	0.3	-8	19	-16	-40	0.5	5	-0.1
COc1ccc(CCN2C(=S)N(C)C(=O)C2CC(=O)Nc2ccc(OC)cc2)cc1 (stereo not drawn)	-3	0.6	27	-46	4	4	-0.4	0	2.4
COc1ccc(C(Nc2ccccn2)c2c(NC(=O)c3ccco3)sc(C)c2C)cc1 (stereo not drawn)	3	-1.1	14	-1	-6	9	5.2	16	-1.1
c1coc(CN2CN=C(Nc3nc4ccccc4s3)NC2)c1	2	0.6	-4	-2	4	15	-2.0	11	2.2
CCNC(=O)Cn1c(=O)c(=O)n(Cc2ccccc2)c2ccc(Cl)cc21	1	0.2	-8	1	-14	-5	-1.2	-4	-0.3
CC(=O)c1c(OC(=O)c2cccc(Cl)c2)c2ccccc2n1C	/	0.1	25	27	16	-29	1.9	-36	-1.4
O=C1CSC(c2ccccc2)N1CC(O)c1ccc([N+](=O)[O-])cc1 (stereo not drawn)	2	1.8	5	-29	-11	3	-1.6	14	2.2
COc1ccc(CC2S/C(=N/N=C/c3ccccc3O)NC2=O)cc1 (stereo not drawn)	/	-0.1	70*	-34	-9	-1	1.4	-19	0.2
COc1ccc(CCNC2=C(Cl)C(=O)N(CCc3ccc(OC)c(OC)c3)C2=O)cc1OC	-1	2.3	24	-27	-4	-3	0.3	-28	2.2
Cc1cc(C)n2nc(C(=O)OCC(=O)c3cc(C)n(C)c3C)nc2n1	-8	1.2	2	23	3	-11	0.3	3	1.0
O=S(=O)(c1ccc(N=C2NN=C(c3cc(F)ccc3F)CS2)cc1)N1CCOCC1	-4	0.3	39	-10	-20	-2	0.8	4	0.7
COc1cc(C2C(C(=O)OC(C)C)=C(C)Nc3ncnn32)cc(OC)c1OC (stereo not drawn)	5	0.8	32	9	-28	-3	1.7	11	2.2
Cc1ccc2nc(N3CCN(C(=O)c4cccs4)CC3)c(C#N)cc2c1	-1	0.4	39	-26	-22	1	-0.8	-6	-1.2

11 structures out of the list, ordered by SMILES length, smallest number first.
SMILES	NPY Y1 blocker	TRPML3 agonist	CHOP inh	EP2 modulator	S1P4 antagonist	NPY1 pot ag	S1P4 agonist	NPY2 pot ag	TRPN1 ag
c1coc(CN2CN=C(Nc3nc4ccccc4s3)NC2)c1	2	0.6	-4	-2	4	15	-2.0	11	2.2
COc1ccc(CC2S/C(=N/N=C/c3ccccc3O)NC2=O)cc1 (stereo not drawn)	/	-0.1	70*	-34	-9	-1	1.4	-19	0.2
Cc1ccc2nc(N3CCN(C(=O)c4cccs4)CC3)c(C#N)cc2c1	-1	0.4	39	-26	-22	1	-0.8	-6	-1.2
Cc1cc(C)n2nc(C(=O)OCC(=O)c3cc(C)n(C)c3C)nc2n1	-8	1.2	2	23	3	-11	0.3	3	1.0
O=C1CSC(c2ccccc2)N1CC(O)c1ccc([N+](=O)[O-])cc1 (stereo not drawn)	2	1.8	5	-29	-11	3	-1.6	14	2.2
COc1cc(C2C(C(=O)OC(C)C)=C(C)Nc3ncnn32)cc(OC)c1OC (stereo not drawn)	5	0.8	32	9	-28	-3	1.7	11	2.2
COc1ccc(CCN2C(=S)N(C)C(=O)C2CC(=O)Nc2ccc(OC)cc2)cc1 (stereo not drawn)	-3	0.6	27	-46	4	4	-0.4	0	2.4
O=S(=O)(c1ccc(N=C2NN=C(c3cc(F)ccc3F)CS2)cc1)N1CCOCC1	-4	0.3	39	-10	-20	-2	0.8	4	0.7
COc1ccc(CCNC2=C(Cl)C(=O)N(CCc3ccc(OC)c(OC)c3)C2=O)cc1OC	-1	2.3	24	-27	-4	-3	0.3	-28	2.2
Cc1cc(C)c2c(c1)-c1c(ssc1=S)C(C)(C)N2C(=O)CN1C(=O)c2ccccc2C1=O	2	1.1	-1	23	-9	2	1.1	-6	0.6
CCN(C(=O)COC(=O)c1cc(S(=O)(=O)N2CCc3ccccc32)ccc1OC)C1CCS(=O)(=O)C1 (stereo not drawn)	1	-0.4	11	-46	-5	11	-0.8	-3	-0.7

The results go on.
SMILES	NPY Y1 blocker	TRPML3 agonist	CHOP inh	EP2 modulator	S1P4 antagonist	NPY1 pot ag	S1P4 agonist	NPY2 pot ag	TRPN1 ag
CN(C)CCCN(Cc1ccccc1)C(=S)Nc1ccc(SC(F)F)cc1	5	1.8	21	-38	-21	-2	-0.4	8	2.8
CCOc1ccc(NC(=O)CSc2nnc(C3CC3)n2N)cc1	12	0.0	11	10	0	-15	0.4	-10	-0.1
CCC(C)NCCOCCOc1ccc(Cl)c2ccccc12 (stereo not drawn)	1	1.7	23	-35	21	16	-1.7	8	0.8
Cc1ccc(/C=C/C(=O)NCc2cccs2)o1	3	-0.3	10	-15	-2	-3	-0.6	-3	-1.2
CCOc1ccc(S(=O)(=O)/N=C(/c2ccccc2)N(C)C)cc1	1	0.7	0	14	7	-1	1.9	8	-0.5
COc1ccc(-c2cc(C(F)(F)F)nc(N3CCN(c4ccc(F)cc4)CC3)n2)cc1OC	2	0.7	-4	10	-6	-10	0.2	12	0.6
Cc1oc(-c2ccccc2F)nc1CN1CCC(C(=O)NC2CCCc3ccccc32)CC1 (stereo not drawn)	6	0.0	40	-4	9	0	-0.5	-21	-1.0
O=C(NCCc1cccs1)c1cccs1	-4	0.0	-25	-16	-9	11	-2.7	-1	1.9
O=C(O)c1ccc2c(c1)C(=O)N(c1cc(C(=O)O)ccc1Br)C2=O	4	1.0	38	10	-8	12	1.5	5	-0.4
O=C(CSc1nc(-c2ccc(F)cc2)cc(C(F)(F)F)n1)NCc1cccs1	6	0.5	68	-61	-9	5	1.7	-8	0.9
O=C(Nc1ccc(C(=O)O)cc1)/C(=C\c1ccc2c(c1)OCO2)NC(=O)c1ccco1	0	1.2	7	25	2	-9	0.6	-10	1.9
Cc1cc(Br)c2[nH]c3c(c2c1)CCCC3=O	4	0.6	17	-10	-14	-40	2.1	-12	-1.7
COC(=O)CC(C(=O)Nc1cc(C(=O)OC)cc(C(=O)OC)c1)N1CCN(C)CC1 (stereo not drawn)	0	-0.2	/	/	2	-26	-0.7	7	-0.1
COc1ccc(OCc2nn3c(-c4cccc(OC)c4)nnc3s2)cc1	14	0.4	2	1	6	-18	-0.5	-5	0.6
Nc1ccc2oc(C3CCCCC3)nc2c1	5	1.1	-18	11	3	10	-0.8	-13	0.6
COc1ccccc1C(c1nnnn1Cc1ccco1)N1CCN(c2cccc(C)c2C)CC1 (stereo not drawn)	9	0.5	19	35	-2	-6	0.8	14	-1.4
O=S(=O)(c1ccc2ccccc2c1)N1CCN(S(=O)(=O)N2CCCCC2)CC1	0	0.8	-2	1	-17	22	0.9	-4	0.5
